Screens deposited in PubChem BioAssay by several laboratories.
core dimer inh: blocks dimerization of HCV core protein; TR-FRET GST/Flag-core106 dimerization, 1536-well; inhibition, % at 5 µM; actives 0.33% (n = 300,000);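 active = inhibition above the mean of all tested compounds plus 3 SD, set per screening campaign, cut at about 45% in these data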
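Assay system: GST-tagged and Flag-tagged HCV core protein residues 1-106 / Times: compound-protein-antibody incubation 4 h at 22.5 °C / Signal: time-resolved FRET, ex 340 nm, em 617 and 671 nm / Evaluation: % inhibition based on acceptor/donor emission ratio / Benchmarks: wells lacking GST-core106 and wells with excess unlabelled core106 / Repeats: singlicate, one well per compound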
PP5 primary: PP5 (human) phosphatase inhibition. P53041. AID 1987. purified PP5c, OMFP substrate fluorescence. inhibition, % at 6.7 µM. actives 0.18% (n = 320,000);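 active = inhibition above the campaign's mean inhibition across all tested compounds plus 3 SD, cut at about 9.5% in these data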;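 also: 0% = DMSO only and 100% = 100 µM cantharidin control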
Target sequence (P53041 whole entry, looked up): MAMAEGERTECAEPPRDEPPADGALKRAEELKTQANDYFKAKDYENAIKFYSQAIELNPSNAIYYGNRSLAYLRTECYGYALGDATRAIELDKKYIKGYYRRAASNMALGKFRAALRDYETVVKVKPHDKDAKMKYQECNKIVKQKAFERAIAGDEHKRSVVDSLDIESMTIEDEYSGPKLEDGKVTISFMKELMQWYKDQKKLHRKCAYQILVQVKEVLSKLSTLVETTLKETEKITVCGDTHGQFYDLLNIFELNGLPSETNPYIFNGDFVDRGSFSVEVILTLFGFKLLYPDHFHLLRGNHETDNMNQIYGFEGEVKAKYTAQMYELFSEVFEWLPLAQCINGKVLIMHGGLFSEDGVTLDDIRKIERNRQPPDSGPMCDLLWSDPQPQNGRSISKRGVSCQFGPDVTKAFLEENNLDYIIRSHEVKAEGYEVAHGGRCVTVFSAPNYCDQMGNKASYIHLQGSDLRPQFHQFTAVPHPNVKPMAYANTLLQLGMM
TPT1 inhibitor: blocks Candida albicans tRNA 2'-phosphotransferase; recombinant caTPT1, FP RNA substrate dephosphorylation; actives 0.81% (n = 300,000); AID 1962; inhibition, % at 5 µM;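 active = inhibition above the mean of all tested compounds plus 3 SD, set per screening campaign, cut at about 24% in these data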;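 also: plate controls were DMSO alone for no effect and ferristatin control at 100 nM for full effect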
PP1 counter: blocks human PP1-alpha phosphatase, a PP5 counter-screen | purified PP1alpha, OMFP fluorescence | inhibition, % at 6.7 µM | actives 0.9% (n = 320,000);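 active = inhibition above the mean inhibition of all tested compounds plus 3 SD, computed separately for each screening campaign, cut at about 15% in these data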
Target sequence (P62136 whole entry, looked up): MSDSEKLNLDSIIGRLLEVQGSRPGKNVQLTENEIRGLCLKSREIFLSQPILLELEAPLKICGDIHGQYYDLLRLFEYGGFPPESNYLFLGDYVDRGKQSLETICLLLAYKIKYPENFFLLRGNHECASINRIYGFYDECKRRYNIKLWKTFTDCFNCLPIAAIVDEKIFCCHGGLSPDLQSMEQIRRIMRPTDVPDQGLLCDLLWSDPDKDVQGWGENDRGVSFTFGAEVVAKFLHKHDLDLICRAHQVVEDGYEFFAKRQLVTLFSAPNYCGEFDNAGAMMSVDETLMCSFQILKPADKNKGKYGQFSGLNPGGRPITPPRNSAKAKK
EBNA-1 inhibitor: blocks EBNA-1 binding to DNA; EBNA-1 DNA binding, fluorescence polarization; inhibition, % at 14.8 µM; actives 0.34% (n = 300,000); AID 1950; in the data active = inhibition above about 28%
Efflux pump inh: antifungal efflux pump inhibition, Nile Red retention; S. cerevisiae Candida pump triplex; inhibition, % at 10 µM; actives 0.44% (n = 330,000); AID 485275;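 active = plate passing quality check with inhibition over a set limit, or well fluorescence over plate mean plus 4 SD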;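 also: Nile Red retained in pooled yeast measured as flow cytometry median fluorescence; 0% = buffer negative control and 100% = Enniatin B positive control; higher means more Nile Red kept so more efflux inhibition; some compounds called inactive have numbers as strong as hits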
ZTA DNA inh: blocks Epstein-Barr virus ZTA, an EBNA-1 counter-screen. P03206. ZTA-DNA binding, fluorescence polarization. inhibition, % at 11 µM. actives 0.15% (n = 320,000). AID 2234; in the data active = inhibition above about 33%
Target sequence (P03206 whole entry, looked up): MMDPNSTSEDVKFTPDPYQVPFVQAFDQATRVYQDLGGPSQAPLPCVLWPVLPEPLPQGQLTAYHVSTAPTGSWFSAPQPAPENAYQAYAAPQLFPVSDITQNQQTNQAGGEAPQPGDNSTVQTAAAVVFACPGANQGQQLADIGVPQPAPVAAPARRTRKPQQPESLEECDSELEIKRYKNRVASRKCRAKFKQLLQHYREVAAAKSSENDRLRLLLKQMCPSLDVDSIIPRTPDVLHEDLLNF
Fh CTSL1 inh: cathepsin L1 inhibition, PFM18AAP counter-screen; recombinant F. hepatica cathepsin L1, Z-Leu-Arg-MCA fluorescence; inhibition, % at 5.96 µM; actives 0.49% (n = 300,000); AID 1906;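 active = inhibition above the mean of all tested compounds plus 3 SD, set per screening campaign, cut at about 17% in these data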;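 also: 0% = plate median of test compound wells and 100% = 1 µM Z-Phe-Ala-diazomethylketone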
PREPL inhibitor: human PREPL enzyme inhibition. actives 0.68% (n = 320,000). Q4J6C6. inhibition, % at 5.96 µM. AID 2751. recombinant PREPL, fluorescence polarization activity-based probe; in the data active = inhibition above about 43%;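 also: 0% = enzyme with DMSO and 100% = wells lacking enzyme; many of its hits are not listed in these tables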
* marks the source's active call; other numbers are inactive results.

Screening CCOc1ccc(CN2CCN(C(=O)c3ccccc3)CC2)cc1 returned core dimer inh -7, PP5 primary 0.1, TPT1 inhibitor -7, PP1 counter 1, EBNA-1 inhibitor 10, Efflux pump inh 0.0, ZTA DNA inh -10, Fh CTSL1 inh -2 and PREPL inhibitor 17.
`COc1cc(NC(=O)c2c(F)c(F)c(F)c(F)c2F)c(OC)cc1Cl` gave core dimer inh 4, PP5 primary 3.5, TPT1 inhibitor -2, PP1 counter 1, EBNA-1 inhibitor 0, Efflux pump inh 0.0, ZTA DNA inh -1, Fh CTSL1 inh 4 and PREPL inhibitor -11.
Screening CCN(CC)c1cccc(OCC(=O)N2c3ccccc3CC2C)c1 (centres undefined) returned PP5 primary 2.7, PP1 counter -4, Efflux pump inh -0.1, ZTA DNA inh 8 and PREPL inhibitor 2.
O=C(CCN1C(=O)/C(=C/c2cccs2)SC1=S)Nc1ccccc1O was read as core dimer inh 1, PP5 primary 2.4, TPT1 inhibitor 24*, PP1 counter 0, EBNA-1 inhibitor 3, Efflux pump inh 0.0, ZTA DNA inh 7, Fh CTSL1 inh 0 and PREPL inhibitor 23.
For CCn1c(SCC#N)nc2cc(S(=O)(=O)N3CCOCC3)ccc21 the results were core dimer inh -1, PP5 primary 2.5, TPT1 inhibitor 4, PP1 counter 0, EBNA-1 inhibitor 9, Efflux pump inh 0.1, ZTA DNA inh -11, Fh CTSL1 inh -2 and PREPL inhibitor 1.
Screening Cc1noc(NS(=O)(=O)c2ccc(NC(=O)C(C)(C)C)cc2)c1C returned core dimer inh 1, PP5 primary -0.4, TPT1 inhibitor -2, PP1 counter 0, EBNA-1 inhibitor -1, Efflux pump inh -0.1, ZTA DNA inh 7, Fh CTSL1 inh 2 and PREPL inhibitor -10.
For CCN(C1CCCCC1)S(=O)(=O)c1ccc(-n2cnnn2)c(C)c1 the results were core dimer inh -11, PP5 primary 1.4, TPT1 inhibitor -2, PP1 counter 2, EBNA-1 inhibitor 3, Efflux pump inh -0.1, ZTA DNA inh -10, Fh CTSL1 inh -2 and PREPL inhibitor 10.
Screening CC1(C(=O)NC(=S)NNC(=O)c2ccncc2)CCCCC1 returned core dimer inh 3, PP5 primary 0.3, TPT1 inhibitor -2, PP1 counter -6, EBNA-1 inhibitor 1, Efflux pump inh 0.0, ZTA DNA inh 14, Fh CTSL1 inh 0 and PREPL inhibitor -6.
`O=C(Nc1cccc(O)c1)C1CC(c2c(F)cccc2Cl)=NO1` (centres undefined) gave core dimer inh 9, PP5 primary 1.8, TPT1 inhibitor 0, PP1 counter 0, EBNA-1 inhibitor -1, Efflux pump inh -0.1, ZTA DNA inh 3, Fh CTSL1 inh 3 and PREPL inhibitor -1.
C=CCn1c(COc2ccccc2F)nnc1SCC(=O)N1CC(=O)Nc2ccccc21 was read as core dimer inh -1, PP5 primary 5.1, TPT1 inhibitor 2, PP1 counter 0, EBNA-1 inhibitor -6, Efflux pump inh -0.1, ZTA DNA inh -13, Fh CTSL1 inh 3 and PREPL inhibitor -46.
`CC1(C)CC(=O)C=C(c2ccc(OC(F)(F)F)cc2)C1` gave PP5 primary 3.7, PP1 counter 1, Efflux pump inh 0.0, ZTA DNA inh 17 and PREPL inhibitor -22.
O=S1(=O)C=C(SCc2ccc(Cl)c(Cl)c2)Nc2ccccc21 was read as core dimer inh 5, PP5 primary 5.5, TPT1 inhibitor -5, PP1 counter 5, EBNA-1 inhibitor -4, Efflux pump inh -0.2, ZTA DNA inh -21, Fh CTSL1 inh -5 and PREPL inhibitor 2.

The closing 2 records of the section above open the next one:
`CC1(C)CC(=O)C=C(c2ccc(OC(F)(F)F)cc2)C1` gave PP5 primary 3.7, PP1 counter 1, Efflux pump inh 0.0, ZTA DNA inh 17 and PREPL inhibitor -22.
O=S1(=O)C=C(SCc2ccc(Cl)c(Cl)c2)Nc2ccccc21 was read as core dimer inh 5, PP5 primary 5.5, TPT1 inhibitor -5, PP1 counter 5, EBNA-1 inhibitor -4, Efflux pump inh -0.2, ZTA DNA inh -21, Fh CTSL1 inh -5 and PREPL inhibitor 2.
For Cn1c(=O)c2c(nc(SCCCO)n2Cc2ccccc2Cl)n(C)c1=O the results were core dimer inh -7, PP5 primary 2.7, TPT1 inhibitor 1, PP1 counter 9, EBNA-1 inhibitor -1, Efflux pump inh 0.0, ZTA DNA inh -1, Fh CTSL1 inh 1 and PREPL inhibitor -1.
CCOC(=O)N1CCN(C(=O)CSCc2ccccc2Cl)CC1 was read as core dimer inh -10, PP5 primary 2.4, TPT1 inhibitor 0, PP1 counter -3, EBNA-1 inhibitor 1, Efflux pump inh 0.0, ZTA DNA inh -14, Fh CTSL1 inh -2 and PREPL inhibitor 13.
CCc1ccc(N2CC(C(=O)OCc3nc4ccsc4c(=O)[nH]3)CC2=O)cc1 (centres undefined) was read as PP5 primary -2.5, PP1 counter -1, Efflux pump inh -0.1, ZTA DNA inh 1 and PREPL inhibitor 9.
Screening CC(=O)c1c(C)oc2ccc(O)c(CN3CCOCC3)c12 returned core dimer inh -8, PP5 primary 2.0, TPT1 inhibitor -1, PP1 counter -2, EBNA-1 inhibitor -6, Efflux pump inh -0.2, ZTA DNA inh 9, Fh CTSL1 inh 0 and PREPL inhibitor 0.
Screening O=C(NCCCn1ccnc1)c1cc(-c2ccncc2)nc2ccccc12 returned core dimer inh 0, PP5 primary 2.1, TPT1 inhibitor -2, PP1 counter -1, EBNA-1 inhibitor -11, Efflux pump inh -0.1, ZTA DNA inh 2, Fh CTSL1 inh -1 and PREPL inhibitor -2.
`CC(=O)c1cc(CC=C(C)C)c(O)c(CC=C(C)C)c1O` gave core dimer inh 10, PP5 primary 1.1, TPT1 inhibitor -2, PP1 counter 3, EBNA-1 inhibitor -5, Efflux pump inh 0.3, ZTA DNA inh -9, Fh CTSL1 inh -1 and PREPL inhibitor 9.
Screening CC(=O)O[C@@H]1[C@H]2[C@@H](C[C@@H](C)[C@@H]3CCC(=O)[C@@]13C)OC(=O)[C@@H]2C returned core dimer inh -5, PP5 primary -1.9, TPT1 inhibitor -2, PP1 counter 2, EBNA-1 inhibitor 8, Efflux pump inh -0.2, ZTA DNA inh -1, Fh CTSL1 inh -3 and PREPL inhibitor -7.
COCCCNC(=O)c1ccc(NS(C)(=O)=O)cc1 was read as core dimer inh -3, PP5 primary 0.5, TPT1 inhibitor -4, PP1 counter -2, EBNA-1 inhibitor 1, Efflux pump inh -0.1, ZTA DNA inh 3, Fh CTSL1 inh -2 and PREPL inhibitor -4.
Cc1ccccc1-n1c(Cn2c(=O)sc3ccccc32)nnc1SCC(=O)N1CCOCC1 was read as core dimer inh -3, PP5 primary 1.3, TPT1 inhibitor -3, PP1 counter -2, EBNA-1 inhibitor 1, Efflux pump inh 0.1, ZTA DNA inh 9, Fh CTSL1 inh 0 and PREPL inhibitor -3.
Screening Cc1cccc(N2CCN(C(=O)CCNS(=O)(=O)c3ccc4c(c3)CCC(=O)N4)CC2)c1C returned core dimer inh 3, PP5 primary -0.7, TPT1 inhibitor -2, PP1 counter -2, EBNA-1 inhibitor 5, Efflux pump inh 0.0, ZTA DNA inh -13, Fh CTSL1 inh -1 and PREPL inhibitor -11.
For CCn1c(SCc2cccnc2)nc2c1c(=O)n(C)c(=O)n2C the results were core dimer inh 1, PP5 primary -1.2, TPT1 inhibitor 3, PP1 counter -2, EBNA-1 inhibitor 1, Efflux pump inh -0.3, ZTA DNA inh 0, Fh CTSL1 inh -2 and PREPL inhibitor 13.
COC(=O)n1c(=O)oc2cc(S(=O)(=O)N3CCOCC3)ccc21 was read as core dimer inh -6, PP5 primary 1.2, TPT1 inhibitor -4, PP1 counter -3, EBNA-1 inhibitor -5, Efflux pump inh -0.1, ZTA DNA inh -14, Fh CTSL1 inh -3 and PREPL inhibitor -6.
For Cc1ccc2c(c1)N(C(=O)CCC(=O)NCCN1CCOCC1)CCO2 the results were core dimer inh -12, PP5 primary 3.1, TPT1 inhibitor -3, PP1 counter 3, EBNA-1 inhibitor 15, Efflux pump inh -0.1, ZTA DNA inh 1, Fh CTSL1 inh 3 and PREPL inhibitor 22.
For Cc1c(NC(=O)c2ccc(N3C(=O)C4C5C=CC(C5)C4C3=O)cc2)c(=O)n(-c2ccccc2)n1C (centres undefined) the results were core dimer inh -4, PP5 primary 2.7, TPT1 inhibitor -1, PP1 counter -3, EBNA-1 inhibitor -4, Efflux pump inh 0.2, ZTA DNA inh 1, Fh CTSL1 inh -2 and PREPL inhibitor 17.
COc1ccc(NC(c2ccccc2)c2ccncc2)cc1 (centres undefined) was read as core dimer inh -2, PP5 primary 1.8, TPT1 inhibitor -3, PP1 counter 0, EBNA-1 inhibitor -6, Efflux pump inh 0.0, ZTA DNA inh -3, Fh CTSL1 inh -2 and PREPL inhibitor -3.
CC(C)C(c1nnnn1Cc1ccccc1)N(CCCO)Cc1cc2cc3c(cc2[nH]c1=O)OCO3 (centres undefined) was read as core dimer inh 12, PP5 primary -0.1, TPT1 inhibitor -20, PP1 counter 0, EBNA-1 inhibitor 2, Efflux pump inh 0.1, ZTA DNA inh 1, Fh CTSL1 inh 7 and PREPL inhibitor 25.
Cc1cc(C)nc(NC2=NCC(=O)N2CCc2c[nH]c3ccccc23)n1 was read as core dimer inh 1, PP5 primary 2.8, TPT1 inhibitor 2, PP1 counter -4, EBNA-1 inhibitor 4, Efflux pump inh 0.0, ZTA DNA inh -3, Fh CTSL1 inh 0 and PREPL inhibitor 15.
COc1ccc(Cc2nnc(SCC(=O)N(C)c3ccccc3)o2)cc1 was read as core dimer inh 3, PP5 primary 1.1, TPT1 inhibitor 0, PP1 counter -1, EBNA-1 inhibitor -1, Efflux pump inh 0.1, ZTA DNA inh 0, Fh CTSL1 inh -1 and PREPL inhibitor 7.
For COc1cccc(C(=O)N2CCN(c3ccc(N4CCOCC4)nn3)CC2)c1 the results were core dimer inh 3, PP5 primary -0.8, TPT1 inhibitor 4, PP1 counter -1, EBNA-1 inhibitor -3, Efflux pump inh -0.1, ZTA DNA inh -18, Fh CTSL1 inh 3 and PREPL inhibitor 10.
For O=C(OCC(=O)N1CCN(C(=O)c2ccco2)CC1)c1ccccc1NCCO the results were core dimer inh 5, PP5 primary -2.1, TPT1 inhibitor -1, PP1 counter 1, EBNA-1 inhibitor 3, Efflux pump inh 0.0, ZTA DNA inh -11, Fh CTSL1 inh 6 and PREPL inhibitor -1.
For CCCC1S/C(=N/N=C/c2ccc(OC)cc2)N(Cc2ccc(OC)cc2)C1=O (centres undefined) the results were core dimer inh -2, PP5 primary 3.1, TPT1 inhibitor 4, PP1 counter 4, EBNA-1 inhibitor 11, Efflux pump inh -0.1, ZTA DNA inh 7, Fh CTSL1 inh 3 and PREPL inhibitor 0.
CC(=O)N(C)c1ccc(NC(=S)Nc2cccc3ccccc23)cc1 was read as core dimer inh -70, PP5 primary -2.7, TPT1 inhibitor 0, PP1 counter 1, EBNA-1 inhibitor 4, Efflux pump inh -0.1, ZTA DNA inh 12, Fh CTSL1 inh 1 and PREPL inhibitor 21.
O=C(CCCSc1nc(-c2ccco2)cc(C(F)(F)F)n1)NCc1cccs1 was read as core dimer inh 11, PP5 primary 4.0, TPT1 inhibitor 5, PP1 counter 5, EBNA-1 inhibitor 5, Efflux pump inh -0.1, ZTA DNA inh 5, Fh CTSL1 inh 2 and PREPL inhibitor -12.
`COc1cc(/C=C(\C#N)c2nnc(N3CCOCC3)n2-c2ccccc2)ccc1O` gave core dimer inh -4, PP5 primary 2.1, TPT1 inhibitor 8, PP1 counter -3, EBNA-1 inhibitor 10, Efflux pump inh 0.2, ZTA DNA inh 13, Fh CTSL1 inh 5 and PREPL inhibitor 1.
Screening CCc1ccccc1C1C(=O)c2ccccc2C1=O returned core dimer inh 2, PP5 primary 0.0, TPT1 inhibitor 1, PP1 counter -1, EBNA-1 inhibitor -3, Efflux pump inh 0.0, ZTA DNA inh 10, Fh CTSL1 inh 0 and PREPL inhibitor -8.

Only part of the results is shown; rates above refer to the full screens.
